Screens deposited in PubChem BioAssay by several laboratories.
ABHD4 inh: ABHD4 inhibitors, primary screen, biochemical, fluorescence polarization, mouse; (Lyso)-N-acylphosphatidylethanolamine lipase (Mus musculus), Q8VD66; purified mABHD4, FP-Rh probe fluorescence polarization; inhibition, % at 8.92 µM; actives 0.54% (n = 370,000); AID 720543, 2013;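 active = inhibition exceeding the mean over every tested compound plus 3 SD, cut at about 30% in these data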;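 note: 0% = plate median of compound wells and 100% = S159A mutant with DMSO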
Target sequence (Q8VD66 whole entry, looked up): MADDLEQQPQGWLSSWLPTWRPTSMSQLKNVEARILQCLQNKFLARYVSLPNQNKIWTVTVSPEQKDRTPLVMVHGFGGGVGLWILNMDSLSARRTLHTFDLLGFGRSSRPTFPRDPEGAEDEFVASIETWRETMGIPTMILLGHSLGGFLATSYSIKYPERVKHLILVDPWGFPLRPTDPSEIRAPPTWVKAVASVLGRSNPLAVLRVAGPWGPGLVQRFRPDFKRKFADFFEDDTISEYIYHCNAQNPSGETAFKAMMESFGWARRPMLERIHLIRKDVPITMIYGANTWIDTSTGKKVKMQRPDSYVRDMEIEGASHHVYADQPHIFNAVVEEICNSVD
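system = mouse ABHD4 enzyme, wild type | medium = HEPES pH 7.0, NaCl, Pluronic buffer | also added = FP-Rh probe | incubation = Enzyme–compound pre-incubation 45 min, then probe 60 min, both 25 °C | technique = fluorescence polarization, excitation 525 nm, emission 598 nm, BODIPY TMR filters | controls = S159A mutant high control, sample median low control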
rCAG binder: binders of r(CAG) RNA repeats, primary screen, biochemical, fluorescence; r(CAG) RNA repeat, TO-PRO-1 dye displacement fluorescence; inhibition, % at 3 µM; actives 1.3% (n = 370,000); AID 651821, 2012;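 active = inhibition above the plate cutoff, the mean of all test compounds on that plate plus 3 SD, cut at about 35% in these data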;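 note: 0% = DMSO alone and 100% = 100 µM mitoxantrone as full dye displacement; higher means more dye released from RNA so lower well fluorescence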
PG9 Ab binder: binders of HIV-1 gp120 antibody PG9, primary screen, biochemical, TR-FRET. HIV-1 gp120 / PG9 antibody interaction. TR-FRET gp120-PG9 antibody binding. inhibition, % at 6.7 µM. actives 0.43% (n = 360,000). AID 624416, 2012; in the data active = inhibition above about 8.5%
LEDGF integ inh: blockers of LEDGF/p75-dependent integrase strand transfer – biochemical, TR-FRET, high throughput, primary screen. HIV-1 integrase (with human LEDGF/p75). TR-FRET IN-LEDGF/p75 DNA integration, Eu/Cy5. inhibition, % at 3.7 µM. actives 0.64% (n = 370,000);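 active = inhibition above the screen-wide mean plus 3 SD, cut at about 13% in these data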;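 note: signal is the Cy5 over europium emission ratio at 671 and 618 nm; 0% = plate median of compound wells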
Rev-erbA mod: modulators of Rev-erb alpha DNA binding, primary screen, biochemical, FITC-DNA, fluorescence polarization, uHTS; Nuclear receptor subfamily 1 group D member 1 (Homo sapiens), P20393; Rev-erbα–FITC-DNA binding, 90 min; activity, % at 10 µM; actives 0.79% (n = 370,000);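 active = activity above about 14%, limit read from the data; passing the limit was not always enough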;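 note: 0% = DMSO wells with 35 nM protein and 100% = DMSO wells with 750 nM protein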
TCR CD3 inh: inhibitors of human TCR-CD3 interaction, primary screen, biochemical, fluorescence, TAMRA-labeled TCR probe | inhibition, % at 9.4 µM | actives 0.37% (n = 360,000); in the data active = inhibition above about 19%;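 note: recombinant mutant TCR 2C K166C tagged with TAMRA read by polarization; 0% = receptor in buffer alone and 100% = receptor with positive control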
SIAE inh: human SIAE inhibitors, primary screen, biochemical, fluorescence polarization, FP-Rh probe, 1536-well HTS; SIAE FP-Rh probe binding; inhibition, % at 9.66 µM; actives 0.69% (n = 370,000);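 active = inhibition above a cutoff: mean of compounds within the control limits plus 3 SD of those, cut at about 17% in these data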;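 note: 0% = plate median of compound wells and 100% = probe without SIAE protein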
Target sequence (Q9HAT2 whole entry, looked up): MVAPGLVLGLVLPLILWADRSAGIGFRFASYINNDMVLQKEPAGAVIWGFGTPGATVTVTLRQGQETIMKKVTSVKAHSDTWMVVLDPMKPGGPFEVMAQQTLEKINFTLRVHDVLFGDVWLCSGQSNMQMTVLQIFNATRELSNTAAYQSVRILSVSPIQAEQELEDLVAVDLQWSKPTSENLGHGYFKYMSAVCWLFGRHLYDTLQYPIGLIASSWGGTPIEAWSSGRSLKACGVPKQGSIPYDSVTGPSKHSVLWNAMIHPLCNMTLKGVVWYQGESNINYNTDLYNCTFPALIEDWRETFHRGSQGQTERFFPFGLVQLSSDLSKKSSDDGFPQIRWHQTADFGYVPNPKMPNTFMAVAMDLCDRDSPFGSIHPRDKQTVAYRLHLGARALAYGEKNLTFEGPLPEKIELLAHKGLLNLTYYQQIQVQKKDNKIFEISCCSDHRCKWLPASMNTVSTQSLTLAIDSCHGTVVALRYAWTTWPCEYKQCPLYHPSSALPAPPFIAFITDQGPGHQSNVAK
TDP2 inh: human TDP2 enzyme inhibitors, primary screen, biochemical, epi absorbance, recombinant enzyme; inhibition, % at 12.8 µM; actives 0.34% (n = 370,000); T5PNP hydrolysis, p-nitrophenol absorbance 415 nm; Tyrosyl-DNA phosphodiesterase 2 (Homo sapiens), O95551; AID 720702, 2013;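 active = inhibition above the mean of all tested compounds plus 3 SD, set per campaign, cut at about 25% in these data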;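 note: 0% = DMSO with enzyme and 100% = buffer with substrate but no TDP2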
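test system = human TDP2 enzyme | input = TDP2 enzyme at 120 nM final | medium = 50 mM Tris-HCl pH 7.5 with Mg2+, KCl, DTT, BSA | also added = T5PNP substrate, 5 mM | times = 2 h at 37 °C | technique = epi absorbance | benchmarks = high control without enzyme, low control DMSO plus TDP2 | replication = each compound tested once, singlicate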
HTRA1 inh: HTRA1 serine protease inhibitors, primary screen, biochemical, fluorescence polarization, HTS; actives 0.5% (n = 340,000); inhibition, % at 5.96 µM; recombinant HTRA1, FP-rhodamine activity-based probe; AID 504803, 2011; Q92743; in the data active = inhibition above about 36%;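 note: 0% = enzyme with DMSO and 100% = wells lacking enzyme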
PRMT1 inh: PRMT1 methyltransferase inhibitors, primary screen, biochemical, fluorescence polarization | actives 1.3% (n = 370,000) | Protein arginine N-methyltransferase 1 (Homo sapiens), Q99873 | inhibition, % at 2.79 µM | recombinant PRMT1, activity-based probe fluorescence polarization;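 active = inhibition above about 21% made by adding two undisclosed values, limit read from the data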
Starred values were filed as active, the others as inactive; . = not tested or not shown; & = joins results of further samples.

item	canonical_smiles	ABHD4 inh	Rev-erbA mod	PRMT1 inh	LEDGF integ inh	HTRA1 inh	TCR CD3 inh	SIAE inh	rCAG binder	PG9 Ab binder	TDP2 inh
1	CNCC(O)c1ccc(OC(=O)C(C)(C)C)c(OC(=O)C(C)(C)C)c1 (configuration not stated)	5	-3	5	-3	3	0	-12	5	0.4	-3
2	C/C(=N\NC(=O)Cn1cnc2ccccc21)c1cccs1	4	-1	0	-1	8	-6	-1	0	-3.9	-3
3	Cc1ccc(C(C(=O)NC2CCCC2)N2CCCCC2)cc1 (configuration not stated)	-1	-5	-1	-2	6	-5	-5	-4	-1.4	-5
4	Cc1nn(-c2nnc(NC3CCCCC3)nn2)c(C)c1Br	7	-4	-4	3	9	3	-5	1	-2.0	-16
5	COc1ccc(-n2c(COc3ccc(C)cc3)nnc2SCC(=O)O)cc1	17	8	0	-4	-1	31*	-3	14	-0.6	-11
6	O=C(COC(=O)CNC(=O)C1CCCCC1)Nc1ccc(Br)cc1Br	-4	-4	-3	1	8	2	-1	2	-2.3	-2
7	COc1ccc(CCNC(=O)CN2C(=O)C3(OCCCO3)c3ccccc32)cc1OC	-1	-2	3	1	5	11	4	-2	-3.3	-5
8	O=C(NNC(=O)c1ccc(Br)o1)c1csc(N2CCOCC2)n1	0	0	1	-1	4	4	-4	6	0.0	10
9	COc1ccc(NC(=O)c2cc(-c3cccs3)on2)c(OC)c1	2	6	-1	0	-2	-7	1	3	0.9	12
10	C=CCOc1c(Cl)cc(CNn2cn[nH]c2=S)cc1OC	1	2	1	2	3	-2	2	-3	0.8	3
11	CCOC(=O)C1=CCN(S(C)(=O)=O)C1c1ccc(Cl)cc1 (configuration not stated)	2	9	-4	1	.	2	-4	2	2.0	-9
12	Cc1ccc(C)c(Nc2cc(C)nc3ccccc23)c1	8	8	-5	1	-4	-1	12	5	-1.7	-9

Full records, quoted from the list. Order of screens: ABHD4 inh	Rev-erbA mod	PRMT1 inh	LEDGF integ inh	HTRA1 inh	TCR CD3 inh	SIAE inh	rCAG binder	PG9 Ab binder	TDP2 inh
Cc1nn(-c2nnc(NC3CCCCC3)nn2)c(C)c1Br is listed as 7	-4	-4	3	9	3	-5	1	-2.0	-16
COc1ccc(NC(=O)c2cc(-c3cccs3)on2)c(OC)c1 is listed as 2	6	-1	0	-2	-7	1	3	0.9	12

(more compounds)
item	canonical_smiles	ABHD4 inh	Rev-erbA mod	PRMT1 inh	LEDGF integ inh	HTRA1 inh	TCR CD3 inh	SIAE inh	rCAG binder	PG9 Ab binder	TDP2 inh
13	COCCC(=O)Nc1ccc2c(c1)CN(C(=O)CCSC)CC2	0	0	4	0	2	-7	-6	-3	0.3	1
14	CCCOc1ccc(NC(=O)CC2C(=O)N(c3ccc(OCC)cc3)C(=S)N2C2CC2)cc1 (configuration not stated)	-5	5	1	-1	0	2	3	3	2.4	-17
15	COc1ccc(-c2nc(N=Nc3ccc(O)cc3)n[nH]2)cc1	1	19	1	-2	6	-2	1	3	-5.1	1
16	COc1ccc(NC(=O)c2sccc2C)cn1	-1	7	1	6	6	3	0	-2	0.3	-2
17	NC(=O)c1c(NC(=O)C2COc3ccccc3O2)sc2c1CCN(Cc1ccccc1)C2 (configuration not stated)	3	4	0	2	1	0	15	-1	-70	4
18	COc1ccccc1N(CC(=O)NCCc1ccccc1)C(=O)CCC(=O)Nc1nccs1	0	6	-5	1	-5	-3	-5	-1	-2.2	-14
19	COc1ccc(-c2cc(C(F)(F)F)nc(SCC(=O)NCc3cccs3)n2)cc1OC	4	7	1	-1	-10	7	-4	-2	-1.8	-2
20	Cc1ccc(/C=N\n2c(-c3ccccc3)n[nH]c2=S)s1	-7	-5	5	1	-5	0	1	8	0.5	5
21	Cc1ccc(NC(=O)CCNC(=O)c2ccccc2)cc1F	-1	0	1	3	2	-7	1	-2	0.0	-2
22	O=C(Nc1ccc2nn(-c3ccccc3)nc2c1)c1ccc2c(c1)OCCO2	-27	14	3	1	-37	-6	-35	13	1.6	-1
23	COCc1cc(=O)[nH]c(/N=C(\N)Nc2ccccc2C)n1	0	-5	-1	2	2	-6	1	1	0.1	4
24	CN(C(=O)c1cccc(C#N)c1)c1nnc(C2CCCO2)s1 (configuration not stated)	1	3	-2	0	5	1	-1	-2	-1.0	2
25	CCOC(=O)Cc1cnc(NC(=O)CSc2nc(C)cc(C)n2)s1	0	1	3	-4	1	3	-3	-3	-0.4	0
26	COc1ccc(OC)c(C(C(=O)NC2CCCCC2)N(C(=O)c2snc(C(N)=O)c2N)c2ccccc2OC)c1 (configuration not stated)	3	15	-1	1	-6	6	-2	1	36*	1
27	O=S(=O)(c1cccs1)N1CCC(Cc2ccccc2)CC1	3	6	-3	-1	-9	3	5	5	-3.8	-4
28	O=C(CC1COc2ccccc2O1)NCCc1ccccc1 (configuration not stated)	-2	3	2	-1	-4	-3	0	0	1.5	-11
29	CCN(CC)C(=O)C1=C(C)N(Cc2ccc(C(C)(C)C)cc2)C(=O)C(CC(=O)NCCCN(C)C)C1 (configuration not stated)	-1	-5	-6	1	2	2	1	1	-0.3	1
30	CSC1=C(C#N)C(c2cccc(Br)c2)CC(=O)N1 (configuration not stated)	2	-4	2	3	3	1	0	-1	3.0	9
31	O=C(Cc1ccccc1)NN1C(=O)C2C(C1=O)C1C=CC2C12CC2 (configuration not stated)	5	-5	0	6	1	-4	11	0	-3.4	-10
32	COc1cc(C2Nc3ccc4ncccc4c3C3=C2C(=O)CCC3)cc(OC)c1O (configuration not stated)	4	-1	6	0	15	5	0	0	-0.4	-1
33	CCOCCCNC(=O)C(NC(=O)c1ccccc1O)c1ccc(C)cc1 (configuration not stated)	2	1	2	-2	-6	-3	8	2	-1.4	4
34	CCN(CC)C(=O)C1=C(C)N(CCCN2CCCC2=O)C(=O)C(CC(=O)NC2CCCC2)C1 (configuration not stated)	-1	-3	4	-6	-8	-7	5	-1	-1.6	4
35	O=S(=O)(N/N=C/c1ccc(Cl)cc1)c1ccc(Cc2ncc(C(F)(F)F)cc2Cl)s1	3	-3	-1	3	-20	10	-4	45*	1.3	-3
36	CCC(C)NC(=O)c1ccc2c(c1)S(=O)(=O)c1ccccc1C2=O (configuration not stated)	-5	-3	-2	0	3	10	-2	-3	-1.4	0
37	Cc1ccc(NC(=S)Nc2c(C)n(C)n(-c3ccccc3)c2=O)cc1	2	-6	8	0	5	11	10	1	-2.0	8
38	CCCn1c2ccccc2c2cnn(CC(=O)NC3CCC(C)CC3)c(=O)c21 (configuration not stated)	-10	-5	1	-1	-5	-8	-5	3	-0.7	-25
39	Cn1cc(/C=C2\SC(=S)N(NC(=O)c3ccccc3Cl)C2=O)c2ccccc21	-15	9	-16	1	-12	-2	6	16	-5.8	-13
40	O=C(O)Cn1c(=O)c(-c2ccccc2)nc2ccccc21	2	3	-1	7	5	2	10	-1	-2.9	-6
41	C(=N\n1cnnc1)/c1ccc(N2CCOCC2)s1	1	-1	4	0	0	4	6	9	-1.0	-18
42	CC(C)c1ccc(C(=O)CN2C(=O)NC3(CCc4ccccc43)C2=O)cc1 (configuration not stated)	-1	6	-3	5	-15	4	-14	-2	-1.8	-8
43	CCOP(=O)(c1ccc(N(C)C)cc1)C(O)c1ccccc1OC (configuration not stated)	3	-2	1	-2	0	0	6	-6	1.6	-10
44	CC(C)c1ccc(NC2CCCN(C(=O)CCN3CCCO3)C2)cc1 (configuration not stated)	2	3	-1	2	10	3	5	-10	-0.6	5
45	COc1ccccc1N1CCN(/N=C(\C)c2ccc(O)cc2)CC1	4	4	-2	-2	9	3	2	-6	-1.0	5
46	CCOC(=O)c1nn(-c2ccccc2)c2nc(-c3ccc(OC)cc3)c(C#N)c(=O)n12	-14	7	-2	1	5	-3	-6	-3	0.0	14
47	Cc1cccc(C)c1N(Cc1ccccc1F)S(C)(=O)=O	-5	17	2	-1	.	3	-5	1	-2.4	1
48	COc1ccc(CCNC(=O)c2cc(-c3ccccn3)nc3ccccc23)cc1	6	-1	4	-1	1	-8	-2	0	0.2	0
49	COC(=O)[C@@]1(Sc2ccc(C)cc2)CC(=O)N[C@@H]1c1ccc(Br)cc1	1	6	-8	3	.	-2	-6	-2	0.1	8
50	Cn1c(Sc2ccc(C(F)(F)F)cc2[N+](=O)[O-])nnc1-c1ccccc1	0	1	-4	3	-7	6	0	5	0.9	5
51	Cc1nc2ccccc2c(=O)n1CCCn1ccnc1	-7	3	1	2	-4	3	-2	0	-1.1	4
52	CC1CCc2c(sc(NS(=O)(=O)c3ccccc3)c2C(=O)OC(C)C)C1 (configuration not stated)	13	2	18	-2	0	-11	3	32	0.6	-9
53	O=C1CCc2cc(S(=O)(=O)Nc3ccc(F)cc3)ccc2N1	1&1	-2&-4	-5&-3	-2&-2	1	6	2&10	2	-0.4	2&-5
54	O=C(Nc1ncccc1O)c1ccc(Cl)c(S(=O)(=O)N2CCCCCC2)c1	0	-2	3	-6	-2	-7	-2	3	0.1	-4
55	COc1ccc(NC(=O)N2CCc3ccccc3C2)cc1	0	2	0	2	4	10	3	-3	-2.8	17
56	COc1ccc(Nc2nc3ccccc3nc2NS(=O)(=O)c2cccs2)cc1	12	-1	-2	5	4	6	-4	42*	-1.0	-1
57	O=C(/C=C/c1ccccc1)NC(=S)Nc1cccnc1	1	4	-1	0	-3	4	4	-1	-2.2	11
58	COc1ccccc1N1CCN(C(=O)C(C)N(c2ccc(C)c(C)c2)S(C)(=O)=O)CC1 (configuration not stated)	1	-1	-4	0	-2	2	6	-9	0.9	0
59	O=C(N/C(=C/c1cccc([N+](=O)[O-])c1)C(=O)N1CCCCCC1)c1ccco1	3	-2	0	-2	-2	-5	-1	-9	1.2	3
60	COc1ccc(/C(C)=N/N=C2/NC(=O)CC(C(=O)O)S2)cc1 (configuration not stated)	1	3	-2	3	1	5	22*	2	-3.2	1
61	O=C(CSCc1ccc(Cl)cc1)NCC1CCCO1 (configuration not stated)	-5	4	1	-2	6	-2	-1	-2	1.8	0
62	O=C(Nc1ccccc1)N(Cc1ccccc1)Cc1ccccc1	-7	-1	0	-3	-7	-7	0	-4	0.9	6
63	COC(=O)c1ccc(COc2ccccc2/C=N/NC(N)=O)o1	2	6	-3	-3	.	-6	0	-5	-0.9	0
64	CN1CCN(C(=O)/C=C/c2ccc(Cl)c(Cl)c2)CC1	-6	-4	-4	2	3	-3	-4	-3	-0.3	-21
65	CCOc1ccc(-n2c(SCC(=O)Nc3nccs3)nnc2-c2ccoc2C)cc1	-2	-4	-2	-3	-9	-1	-2	-3	0.2	3

An excerpt; the hit share may differ from the screen's.
